Source: PubChem
HCMV antiviral: inhibitors of human cytomegalovirus | HFF cells, HCMV-luciferase reporter, 72 h; hits give low values | activity change, negative = inhibition, % at 57.5 µM | 410,000 compounds, 4.5% hits | AID 1259415; in the data active = activity change below about -60%; inconclusive = no clear call, values can overlap the other calls; inactive = above about -39%
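HFF cells seeded 16 h at 37C, treated with compounds, infected with luciferase-reporter HCMV at MOI 1 PFU/cell; luciferase read at 72 h post infection, normalized to buffer-only and Salinomycin controls.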
Sm TGR inh: inhibitors of Schistosoma mansoni thioredoxin glutathione reductase | 360,000 compounds, 3% hits | Q962Y6 | purified TGR, DTNB reduction, TNB absorbance 405 nm | Potency, µM (series often up to 114 µM), for inactives: at the highest dose activity change, negative = inhibition, usual class: inhibitors; also: potency is read from the fitted curve at half-maximal effect; nearly all actives have a fitted effect of over 60% in size
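Kinetic colorimetric format: TGR-catalysed, NADPH-driven DTNB reduction monitored via TNB absorbance. Enzyme dispensed at 20 nM; compound exposure 15 min at room temperature before reaction start.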
AmpC inh no detg: AmpC beta-lactamase inhibition without detergent; AmpC nitrocefin hydrolysis, absorbance 480 nm, 0.0001% Triton; Potency, µM (top dose mostly 57.1 µM), for inactives: top-dose activity change, negative = inhibition, usual class: inhibitors; 330,000 compounds, 0.52% hits;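 also: potency is read from the fitted curve at half-maximal effect; plate controls were no compound for no effect and no enzyme for full effect; nearly all actives have a fitted effect of over 20% in size; some results filed as inactive show a strong effect at the top dose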
Target sequence (P00811 whole entry, looked up): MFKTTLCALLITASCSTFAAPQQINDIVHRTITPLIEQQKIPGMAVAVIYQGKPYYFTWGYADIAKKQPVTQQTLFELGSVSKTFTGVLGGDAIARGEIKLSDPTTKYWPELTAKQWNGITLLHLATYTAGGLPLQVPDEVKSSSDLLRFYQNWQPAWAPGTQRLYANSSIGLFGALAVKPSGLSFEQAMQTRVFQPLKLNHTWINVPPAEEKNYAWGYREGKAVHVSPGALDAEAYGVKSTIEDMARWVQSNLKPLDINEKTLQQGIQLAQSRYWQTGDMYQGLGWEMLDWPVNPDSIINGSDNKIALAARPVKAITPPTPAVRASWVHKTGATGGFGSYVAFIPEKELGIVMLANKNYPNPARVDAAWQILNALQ
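20 mM phosphate pH 7.0 + 0.01% (detergent screen) or 0.0001% Triton X-100; 5.3 nM AmpC reagent; cpd preinc 15 min RT; nitrocefin (800 uM stock) to start; A480 q20 s × 4 min; Activity was normalised to no-enzyme and no-compound control wells.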
AMA1-RON2 inh: inhibitors of Plasmodium falciparum AMA1-RON2 interaction. 360,000 compounds, 0.2% hits. AID 720542. Potency, µM (doses to about 58.2 µM), without a hit: top-dose activity change, negative = inhibition, hits mostly inhibitors. AlphaScreen AMA1-biotinylated RON2 peptide binding;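 also: potency is read from the fitted curve at half-maximal effect; 0% = vehicle wells and -100% = peptide control; nearly all actives have a fitted effect of over 45% in size; some results filed as inactive show a strong effect at the top dose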
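AMA1 (3D7) with his tag at 25 nM final met compounds first, then biotinylated RON2 peptide at 25 nM; detection used donor plus acceptor beads, 10 µg/mL apiece, read by AlphaScreen after 30 min at room temperature.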
FBPA Giardia inh: Giardia lamblia aldolase inhibition | Potency, µM (titrated, usually from 59.6 µM), inactives show at the top dose activity, negative = inhibition, usual class: inhibitors | A8B2U2 | purified Giardia FBPA | 290,000 compounds, 0.71% hits | AID 2451; also: potency is read from the fitted curve at half-maximal effect; nearly all actives have a fitted effect of over 55% in size
Target sequence (A8B2U2 whole entry, looked up): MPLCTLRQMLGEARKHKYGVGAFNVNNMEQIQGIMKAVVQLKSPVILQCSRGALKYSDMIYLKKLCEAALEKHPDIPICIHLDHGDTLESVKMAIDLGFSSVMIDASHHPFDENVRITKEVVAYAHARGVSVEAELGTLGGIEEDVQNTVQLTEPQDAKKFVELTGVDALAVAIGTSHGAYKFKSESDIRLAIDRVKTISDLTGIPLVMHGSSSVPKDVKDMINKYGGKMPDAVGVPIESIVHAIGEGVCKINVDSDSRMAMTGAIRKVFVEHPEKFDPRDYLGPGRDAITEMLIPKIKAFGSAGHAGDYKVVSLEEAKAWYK
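40 nM FBPA preincubated 10 min at RT with compound (up to 57.5 uM final), then substrate plus GAPDH/TPI/NAD/arsenate coupling and diaphorase/resazurin added. Fluorescence read after 20 min at RT, 525/598 nm.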
AmpC inh detg: inhibitors of E. coli AmpC beta-lactamase with detergent | AmpC hydrolysis of nitrocefin, absorbance 480 nm, 0.01% Triton | Potency, µM (doses to about 114 µM), without a hit: at the highest dose activity change, negative = inhibition, most hits filed as inhibitors | 370,000 compounds, 0.041% hits | AID 485294;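 also: potency is read from the fitted curve at half-maximal effect; 0% = no-compound wells and -100% = no-enzyme wells; nearly all actives have a fitted effect of over 25% in size; some results filed as inactive show a strong effect at the top dose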
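AmpC (5.3 nM in the dispensed reagent) in 20 mM phosphate pH 7.0 with 0.01% (detergent screen) or 0.0001% Triton X-100 was preincubated with compounds for 15 min at room temperature. Nitrocefin was then added from an 800 uM solution, and hydrolysis was followed at 480 nm.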
Active calls of the source: *; ? = inconclusive; · = not tested or not shown; & = joins results of further samples; [ ] = remark or other dose. Unless noted, calls follow the shape of the dose curve; as a rule, active = well fitted curve in the direction sought with a large enough effect; inconclusive = small, poorly fitted or top-dose-only effect, or another doubt; inactive = no such curve, though single readings can be large; an effect the other way counts as inactive or inconclusive. Unless noted, % is scaled to controls: 0 for no effect and ±100 for the full control effect.

SMILES	HCMV antiviral	Sm TGR inh	AmpC inh no detg	AMA1-RON2 inh	FBPA Giardia inh	AmpC inh detg
COc1cc(CCC(=O)OCC(=O)Nc2ccc3c(c2)OCO3)cc(OC)c1OC	24.9	-3.6%	-12.7%	-19.1%	-3.9%	0.2%
CCOc1ccc(NC(=O)N[C@@H](CCSC)C(=O)OC)cc1	-11.0	2.0%	-17.7%	20.4%	1.3%	-1.7%
CC1(C)CC(NS(=O)(=O)c2ccc(F)cc2)CC(C)(C)N1	38.6	2.3%	-37.3%	0.3%	-3.9%	-15.4%
C=C(C)Cn1c(CCNC(=O)CCC)nc2ccccc21	-8.0	10.2%	-3.2%	-3.2%	4.2%	3.2%
Nc1nc(N)nc(-c2cc(C(F)(F)F)ccc2Cl)n1	-13.6	-9.5%	-18.5%	-2.5%	·	-11.1%
Cc1ccc(-c2nc3ccccc3c(=O)n2-c2ccccn2)cc1	-6.0	8.1%	-4.9%	7.4%	0.6%	-2.5%
CC(=O)c1cccc(NS(=O)(=O)c2cc3c(cc2C)NC(=O)CO3)c1	21.7	-8.2%	-14.4%	-3.0%	8.5%	-13.6%
CCCn1nc2cc(C(=O)NCc3ccccc3)ccc2c1OCC	-14.0	-8.1%	21.7%	9.3%	6.5%	-7.1%
COc1cccc(OCCCCN2CC(C)OC(C)C2)c1 (stereo unspecified)	59.5	-17.7%	8.4%	-0.1%	-17.6%	-7.0%
NC(=O)COC(=O)c1ccc(Cl)c(S(=O)(=O)N2CCN(c3ccc(F)cc3)CC2)c1	-4.8	-5.9%	115.9%[activator]	-6.6%	-0.1%	4.1%
O=C(c1csc2c1CCCCC2)N1CCN(c2ncccn2)CC1	10.5	0.5%	23.6%	6.5%	7.5%	-8.2%
O=C(c1ccccc1)N1C(=O)C(c2ccccc2)Oc2ccccc21 (stereo unspecified)	9.8	-25.4%	-26.8%	-2.6%	2.0%	2.1%
C[C@H](CO)N1C[C@H](C)[C@@H](CN(C)S(C)(=O)=O)Oc2ccc(NC(=O)Nc3ccc(C(F)(F)F)cc3)cc2C1=O	8.1	·	111.5%[activator]	-6.3%	·	·
COC(=O)c1cc(S(=O)(=O)N2CCC(C)CC2)cn1C	-11.1	-15.8%	18.0%	-1.5%	·	1.0%
COc1cc2cc(C(c3nnnn3C(C)(C)C)N3CCC(C)CC3)c(=O)[nH]c2cc1OC (stereo unspecified)	-7.9	?	70.4%[activator]	-3.9%	3.5%	1.0%
CCCCCC(=O)Nc1ccc(C2C(=O)c3ccccc3C2=O)cc1	133.0	-4.8%	-53.0%	12.2%	-6.1%	-2.7%
COC(=O)c1cccc(NC(=O)C(C)(C)C)c1	-26.0	1.8%	-7.2%	7.4%	1.8%	-4.2%
Cc1ccc(C)c(OCC(=O)NNC(=O)c2ccc(=O)[nH]c2)c1	-11.5	-8.3%	-15.3%	124.7%[activator]	·	-0.2%
COc1ccc(CC(=O)NC2CC(=O)N(c3ccc4c(c3)OCCO4)C2)cc1 (stereo unspecified)	11.8	-1.5%	·	·	·	-3.8%
CCN(CC)S(=O)(=O)c1ccc(/C=C/C(=O)NC2CCCCC2)cc1	-18.3	1.3%	-10.5%	-1.4%	-2.4%	?
C=CCCN(C1CCCC1)S(=O)(=O)c1ccccc1Br	-21.6	2.0%	-15.7%	74.3%[activator]	6.2%&2.7%	10.0%
CCCCc1nn2c(=O)cc(COC(=O)c3ccccc3NC(=O)C(C)(C)C)nc2s1	-7.4	0.1%	·	·	·	0.0%
CCC(=O)N1CCc2cc(S(=O)(=O)NCCCOC)ccc21	-7.5	-2.5%	10.9%	14.9%	2.3%	-0.4%
O=C(COc1ncnc2ccccc12)Nc1ccc(S(=O)(=O)N2CCOCC2)cc1	-23.9	13.4%	-6.3%	0.0%	-1.5%	-5.1%
O=C(COC(=O)c1ccc(Cl)c(Cl)c1)NC1CCCC1	-17.3	12.6%	-21.9%	3.6%	5.2%	-0.1%
COc1ccc2nc(NC(=O)CSc3nc(SC)ns3)sc2c1	19.0	-10.8%	-27.7%	6.6%	5.7%	-2.3%
COc1ccc(C2CC(c3cccs3)=NN2C(=O)CSC2=NN3CCCC(=O)N=C3S2)cc1 (stereo unspecified)	8.0	-8.0%	122.2%[activator]	-2.5%	0.3%	?
CCC(=O)c1ccc(OCC(=O)OCC(=O)NCc2cccs2)cc1	2.1	0.6%	-10.0%	10.4%	·	0.0%
Cc1onc(-c2ccccc2)c1C(=O)N1CCC(CO)(Cc2ccccc2)CC1	-19.6	2.6%	134.2%[activator]	0.0%	-4.2%	5.9%
CC1(C)CC(=O)C2=C(C1)N(c1cccnc1)C(N)=C(C#N)C2c1cccs1 (stereo unspecified)	-39.4	50.1µM*	-17.2%	24.7%	?	-7.4%
COc1ccc(Br)cc1CN(C)CC(=O)NCCc1ccccc1	-36.8	7.0%	149.7%[activator]	-23.4%	?	-1.5%
O=C(CC1C[C@H](C(=O)N2CCOCC2)[C@@]2(CCC3CCCC3)c3[nH]c4ccccc4c3CCN2C1=O)NCCC1=CCCCC1 (stereo partly specified)	-22.1	·	-3.0%	4.9%	·	·
Cc1cn(C)c(CC(=O)NCc2ccccc2)c1C(=O)O	16.2	6.4%	·	·	·	5.6%
CCCOc1ccc(N2C(=O)CC(N3CCC(O)(c4cccc(C(F)(F)F)c4)CC3)C2=O)cc1 (stereo unspecified)	-21.8	-23.8%	102.1%[activator]	0.4%	-24.9%	-15.7%
O=C(COC(=O)c1cc(S(=O)(=O)N2CCOCC2)ccc1O)NCC1CCCO1 (stereo unspecified)	-14.9	7.9%	2.1%	4.4%	12.9%	-3.6%
O=C(COc1ccc(S(=O)(=O)N2CCCCC2)cc1)N1CCN(Cc2ccccc2)CC1	-36.7	28.2µM*	94.1%[activator]	4.1%	0.3%	-6.1%
CC1=C(C(=O)OCC(C)C)[C@]23C(=O)c4ccccc4[C@@]2(O1)OC(N)=C3C#N	21.9	-23.7%	-15.6%	-12.7%	-14.4%	-13.1%
Cc1ccc(N2CC(NC(=O)Cc3ccc(F)cc3)CC2=O)cc1C (stereo unspecified)	-38.6	6.9%	·	·	·	-7.0%
COc1ccccc1N1CCN(C(=O)C2CCN(C(=O)c3cccc(Cl)c3)CC2)CC1	-13.4	3.5%	167.2%[activator]	-9.4%	-9.0%	-2.4%
Cc1ccc(CN2C(=O)CCC2C(=O)NCCc2ccccc2)cc1 (stereo unspecified)	17.1	-18.6%	0.6%	-0.3%	10.9%	-2.5%
CSCCC1NC(=O)NC1=O (stereo unspecified)	·	-8.6%[11.4 µM]	-4.4%	0.4%	0.7%	-7.9%
CC(C)CC(c1nnnn1C1CCCC1)N1CCN(c2ccccc2F)CC1 (stereo unspecified)	0.0	0.5%	-2.9%	2.2%	-25.3%	?
O=C(Nc1cccc(Cl)c1)c1cc([N+](=O)[O-])ccc1N1CCN(CCO)CC1	6.8	5.6%	5.5%	-8.3%	2.7%	-4.2%
O=C(Nc1cc(Cl)ccn1)C1(c2ccccc2)CC1(Cl)Cl (stereo unspecified)	-35.1	9.4%	-47.0%	1.4%	-4.2%	7.8%
O=C(Nc1cccc(C(=O)O)c1)/C(=C\c1ccc2c(c1)OCO2)NC(=O)c1ccccc1Cl	·	1.6%	177.1%[activator]	-3.6%	·	-8.6%
O=C(COC(=O)c1ccc(S(=O)(=O)N2CCCCC2)cc1)NCc1ccccc1	-4.5	·	-21.0%	-2.5%	·	·
O=C(NCCc1ccncc1)Nc1ccc(Cl)c(Cl)c1	-13.9	4.5%	-36.4%	-14.1%	-2.7%	-13.8%
COc1ccc(C2Nc3ccccc3C(=O)N2Cc2ccco2)cc1CN1C(=O)c2ccccc2C1=O (stereo unspecified)	-16.5&-27.8	?	1.7%&-21.1%	-17.7%&-5.7%	1.6%&-2.3%	?
Cn1c(SCC(=O)NC2CCCCC2)nnc1-c1cccc(N)c1	11.7	-1.2%	23.5%	1.9%	-7.6%	2.1%
Cc1ccc(CNC(=O)CN(C)S(=O)(=O)c2ccc3c(c2)c(=O)n(C)c(=O)n3C)cc1	-29.5	-7.2%	·	·	·	?
CC(=O)OCC[n+]1c(C)n(-c2ccccc2)c2ccc(Cl)cc21	0.5	10.1%	-18.0%	-22.1%	2.3%	-2.2%
COCCn1c(SCC(=O)N(C)c2c(N)n(Cc3ccccc3)c(=O)[nH]c2=O)nnc1-c1cccc(C)c1	-12.1	0.5%	?	9.7%	·	?
COc1cccc(C(=O)N2c3ccc(C)cc3C(C)(c3ccccc3)CC2(C)C)c1 (stereo unspecified)	-32.7	7.2%	·	·	·	11.8%
CCOc1cc(/C=N/Nc2nc(N3CCCC3)nc(N3CCCC3)n2)ccc1O	42.4	-19.3%	-2.5%	86.8%[activator]	-1.1%	-13.6%
COc1cccc(CNC(=O)C2CCN(c3nnc(-n4c(C)ccc4C)s3)CC2)c1	-27.1	?	·	·	·	19.0%
N#Cc1ccc(C(=O)Nc2ccc(S(=O)(=O)NC3=NCCCCC3)cc2)cc1	30.5	-21.7%	-14.5%	-1.7%	-12.2%	?
CCN(CC)c1nn2c(=O)c(C(=O)NCCc3cccc(C)c3)cnc2s1	-32.6	0.6%	·	·	·	-9.3%
COc1cccc(NC(=O)CN(C)C(=O)c2cc(C)on2)c1	-19.4	-5.1%	?	0.2%	·	-9.5%
COc1ccc(S(=O)(=O)N(CCCN2CCCC2=O)Cc2cc3cc(C)c(C)cc3[nH]c2=O)cc1	-16.8	2.9%	173.1%[activator]	-3.5%	15.2%	?
CCOC(=O)C1CCN(C(=O)c2cccc(S(=O)(=O)Nc3ccc(C)cc3C)c2)CC1	-33.6	-6.3%	81.9%[activator]	-5.7%	-8.0%	-2.3%
OCCOCCNc1ncnc2c1c(-c1ccccc1)cn2-c1ccccc1	0.0	-4.1%	184.5%[activator]	-4.3%	10.5%	-0.7%
COCC(=O)N1CCCC(C(=O)c2ccc(-c3ccccc3)c(F)c2)C1 (stereo unspecified)	0.0	8.4%	198.0%[activator]	-9.2%	-0.1%	7.4%
O=c1[nH]c(CN2CCN(S(=O)(=O)c3ccc4ccccc4c3)CC2)nc2ccccc12	16.9	4.0%	-20.0%	0.4%	-0.2%	4.4%

Complete entries as entered above.
Record of `CCOC(=O)C1CCN(C(=O)c2cccc(S(=O)(=O)Nc3ccc(C)cc3C)c2)CC1` = HCMV antiviral = -33.6; Sm TGR inh = -6.3%; AmpC inh no detg = 81.9%[activator]; AMA1-RON2 inh = -5.7%; FBPA Giardia inh = -8.0%; AmpC inh detg = -2.3%
Record of `O=c1[nH]c(CN2CCN(S(=O)(=O)c3ccc4ccccc4c3)CC2)nc2ccccc12` = HCMV antiviral = 16.9; Sm TGR inh = 4.0%; AmpC inh no detg = -20.0%; AMA1-RON2 inh = 0.4%; FBPA Giardia inh = -0.2%; AmpC inh detg = 4.4%
